Screening data from PubChem.
GC-A act = GC-A (human) enzyme activation; AID 1671463; 370,000 compounds, 0.14% hits; HEK293 GC-A cells, cGMP TR-FRET, EC30 ANP; 0% at EC30 ANP, 100% saturating ANP; P16066; activation, % at 10 µM; in the data active = activation above about 40%
Target sequence (P16066 whole entry, looked up): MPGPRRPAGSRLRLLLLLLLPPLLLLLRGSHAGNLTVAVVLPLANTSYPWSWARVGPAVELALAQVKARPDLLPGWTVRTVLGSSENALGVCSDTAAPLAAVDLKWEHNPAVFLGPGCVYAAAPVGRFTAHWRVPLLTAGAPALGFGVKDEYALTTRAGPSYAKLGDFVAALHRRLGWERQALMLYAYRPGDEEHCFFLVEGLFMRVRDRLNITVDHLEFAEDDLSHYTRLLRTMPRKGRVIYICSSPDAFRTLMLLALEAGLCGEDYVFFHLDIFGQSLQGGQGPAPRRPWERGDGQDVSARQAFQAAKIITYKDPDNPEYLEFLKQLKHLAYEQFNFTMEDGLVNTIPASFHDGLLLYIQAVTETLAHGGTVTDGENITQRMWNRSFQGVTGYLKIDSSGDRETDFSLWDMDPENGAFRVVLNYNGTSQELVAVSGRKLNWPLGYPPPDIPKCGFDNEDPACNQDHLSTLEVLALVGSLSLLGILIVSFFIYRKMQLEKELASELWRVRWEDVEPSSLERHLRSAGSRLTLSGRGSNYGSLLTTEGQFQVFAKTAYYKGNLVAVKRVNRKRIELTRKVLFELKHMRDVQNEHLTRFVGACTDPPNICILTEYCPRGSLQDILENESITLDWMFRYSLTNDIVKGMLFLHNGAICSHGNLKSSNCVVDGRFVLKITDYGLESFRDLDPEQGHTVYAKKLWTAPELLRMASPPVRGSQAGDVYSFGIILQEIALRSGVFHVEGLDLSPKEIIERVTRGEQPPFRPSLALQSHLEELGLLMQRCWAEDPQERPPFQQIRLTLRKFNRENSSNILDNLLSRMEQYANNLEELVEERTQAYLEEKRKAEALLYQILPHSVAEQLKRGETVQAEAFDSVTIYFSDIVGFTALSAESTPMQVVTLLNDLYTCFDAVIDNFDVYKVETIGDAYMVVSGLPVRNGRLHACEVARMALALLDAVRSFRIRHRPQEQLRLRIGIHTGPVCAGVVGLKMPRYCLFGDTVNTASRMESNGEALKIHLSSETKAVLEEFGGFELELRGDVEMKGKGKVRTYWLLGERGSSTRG
SMARCA2 act = increases SMARCA2 function in MMTV reporter cells. MG213 cells, MMTV-luciferase reporter, dexamethasone, overnight. activation, % at 9.1 µM. 370,000 compounds, 1% hits; in the data active = activation above about 7.8%;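 note: 0% = vehicle wells and 100% = reference activator wells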
hcDAF-12 act = activators of H. contortus DAF-12 nuclear receptor | activation, % at 6.8 µM | 370,000 compounds, 1.4% hits | HEK293 hcDAF-12 lit1-tk-luc reporter, luminescence; 0% DMSO, 100% Δ7-dafachronic acid;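 active = activation above the mean of all tested compounds plus 3 SD, cut at about 5.5% in these data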;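 note: 100% = response to 3 µM Δ7-dafachronic acid high control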
HGIII-sPLA2 inh = Inhibits HGIII-sPLA2 liposome hydrolysis, primary screen; Q9NZ20; inhibition, % at 12.2 µM; 370,000 compounds, 0.56% hits; QFRET BODIPY PC-A2 liposome hydrolysis, fluorescence; AID 743126;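 active = inhibition above mean plus 3 SD of compounds lying within the high and low control bounds, cut at about 19% in these data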;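 note: 0% = median of test compound wells and 100% = no enzyme DMSO wells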
hgDAF12 agonist = hgDAF-12 agonism, primary luciferase screen | activation, % at 6.8 µM | HEK293 GAL4-hgDAF12 UAS-luciferase reporter, agonist luminescence; normalized to butyrate control | AID 687014 | 370,000 compounds, 1.8% hits;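 active = activation above a cutoff set at the mean of all screened compounds plus 3 SD, cut at about 10% in these data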;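 note: 0% = DMSO wells and 100% = sodium butyrate wells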
DAX1 inh-1 = NR0B1 (DAX1) inhibition. AID 504766. inhibition, % at 6.75 µM. P51843. HEK293 Gal4-DAX1 luciferase reporter, luminescence. 340,000 compounds, 0.99% hits;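 active = inhibition above the mean over all tested compounds plus 3 SD, cut at about 4.2% in these data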;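 note: 0% = DAX1-transfected cells with DMSO and 100% = empty-vector control cells with DMSO; inhibition shows as a rise in luminescence from relieved DAX1 repression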
DAX1 inh-2 = DAX1 (NR0B1) inhibition, primary screen; 370,000 compounds, 1.1% hits; inhibition, % at 6.8 µM; HEK293T StAR-luciferase reporter, SF-1/DAX-1 repression relief; AID 652010;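 active = inhibition above the mean over all tested compounds plus 3 SD, cut at about 3.6% in these data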;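 note: 0% = DAX-1 cells with DMSO and 100% = cells lacking DAX-1 with DMSO; higher inhibition means more luminescence from relief of DAX-1 repression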
KLK7 zymogen act = activates the human kallikrein-7 zymogen; P49862; purified proKLK7, EDANS-DABCYL substrate fluorescence; 100% is mature enzyme control, 0% vehicle; activation, % at 7 µM; 370,000 compounds, 0.9% hits; AID 652039;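 active = activation above the mean of all tested compounds plus 3 SD, computed per campaign excluding outliers beyond control limits, cut at about 13% in these data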
NPR2 activator = GC-B (human) receptor activation; AID 1920062; 370,000 compounds, 0.11% hits; HEK293-GC-B cells, CNP EC30, cGMP TR-FRET; 0% at EC30 CNP, 100% saturating CNP; activation, % at 10 µM;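 active = activation at 10 µM reaching about 35% in either raw or pattern-adjusted values, limit read from the data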
GAA850 FXN act = increases GAA850 frataxin promoter reporter activity. HEK293 lucGAA850 FXN promoter luciferase reporter, 24 h; percent of 10 µM SAHA response. activation, % at 6 µM. 360,000 compounds, 0.56% hits. AID 540364;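 active = activation above the average of all compounds screened plus 3 SD, cutoff fixed separately per campaign, cut at about 7.5% in these data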;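 note: 0% = DMSO wells and 100% = 10 µM SAHA wells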
ssDAF-12 act = activates DAF-12 receptor from parasite S. stercoralis | HEK293 ssDAF-12/GRIP1 lit1-tk-luc reporter, luminescence; % of 3 µM dafachronic acid response | 370,000 compounds, 1% hits | activation, % at 6.8 µM | AID 652126;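 active = activation above the mean over all tested compounds plus 3 SD, cut at about 0.9% in these data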;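 note: 0% = DMSO-only wells and 100% = 3 µM delta7-dafachronic acid wells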
Numbers without * were called inactive; · = no result given.

SMILES	GC-A act	SMARCA2 act	hcDAF-12 act	HGIII-sPLA2 inh	hgDAF12 agonist	DAX1 inh-1	DAX1 inh-2	KLK7 zymogen act	NPR2 activator	GAA850 FXN act	ssDAF-12 act
CN(C)S(=O)(=O)c1cc(NC(=O)CSc2nn(-c3ccc(Cl)cc3)c(=S)s2)ccc1Cl	-6.7	-1.4	1.8	0.8	-1.1	-1.6	-1.0	-0.3	-4.4	10.6*	-1.0
CCN(CC)S(=O)(=O)c1ccc(OCC(=O)NC(=O)Cc2ccccc2)c([N+](=O)[O-])c1	-1.0	1.8	-2.1	-8.3	-1.5	1.6	-0.6	-0.2	3.3	1.8	-0.6
Nc1ccc(S(=O)(=O)Nc2nccc(/C=C/c3cccc([N+](=O)[O-])c3)n2)cc1	4.5	-1.9	-1.9	6.4	-0.2	-0.5	2.2	-0.1	3.7	2.6	-0.8
Cc1ccc2c(c1)c1c(n2CC(O)CN2CCCCCC2)CCCC1 (stereo unspecified)	-20.8	-2.7	-1.3	-0.8	0.0	2.3	0.1	0.6	-11.1	1.1	-1.4
CC(C)c1ccc(NC(=O)Nc2cc3sccc3n2C)cc1	-8.1	1.1	6.0*	-0.5	2.6	-0.2	-0.3	0.0	2.6	0.6	0.7
O=C(CN(C(=O)CCC(=O)Nc1nccs1)c1ccccc1F)NCCc1ccccc1	-3.3	-1.5	-1.1	-6.0	-1.1	2.5	-0.6	0.3	-1.9	-0.6	-1.3
O=C(NCc1ccccc1)c1ccc(S(=O)(=O)C(F)F)cc1	-4.5	-1.3	-1.2	1.1	0.4	0.2	-1.0	-0.2	3.6	1.8	-0.9
O=[N+]([O-])c1cccc(/C=N/N2CCN(Cc3ccc(Cl)cc3)CC2)c1	6.8	-2.8	0.2	5.6	-0.9	-1.7	-0.8	0.2	-6.4	-2.2	-1.2
CSc1ccc(S(=O)(=O)NCC(=O)OCC(=O)N2CCCCC2C)cc1[N+](=O)[O-] (stereo unspecified)	-1.9	-0.6	-1.3	3.9	2.1	3.2	-0.1	0.0	-4.5	-3.0	-1.0
CCOC(=O)Cn1c(-c2cccnc2Cl)nc2ccccc21	1.7	0.5	-0.4	6.8	-2.0	0.9	0.6	-0.7	-1.5	0.0	-1.2
Cc1cc(NC(=O)CSc2nc3[nH]c(=O)cc(O)c3s2)ccc1Br	1.5	1.1	0.4	2.7	3.5	1.3	-1.6	0.0	-3.3	-0.7	-0.8
O=[N+]([O-])c1cnccc1Nc1ccc(Cl)cc1	-3.5	-0.4	-0.1	0.6	1.2	-0.4	-0.9	0.6	-0.4	-0.2	-1.8
Cc1ccc(NC(=S)Nc2ccc3[nH]c(=O)[nH]c3c2)cc1	-3.3	-2.9	-2.1	3.1	0.6	1.1	0.3	0.4	1.2	1.0	-0.9
CC(c1ccccc1)C1CC(=O)N(Cc2ccccc2)C1=O (stereo unspecified)	2.7	4.9	0.4	-4.7	1.7	1.3	0.3	0.7	7.0	0.1	0.2
CCn1c(SCC(=O)Nc2oc(-c3ccccc3)c(-c3ccccc3)c2C#N)nnc1-c1ccco1	-0.4	-0.8	-0.8	-41.7	-0.1	-0.1	-0.7	0.3	-2.7	0.8	-0.5
CCOC(=O)CSc1ccc(C(=O)NCCN2CCOCC2)cc1[N+](=O)[O-]	-1.2	-3.1	-1.4	10.7	-0.8	0.3	0.0	-1.1	-2.3	0.3	-1.3
O=C(Cn1cnc2ccccc2c1=O)Nc1cccc(-c2nnc3n2CCCCC3)c1	2.9	0.2	-1.6	-1.9	0.3	-0.8	0.2	0.2	-1.0	3.1	-0.7
NNC(=O)/C=C/c1ccc(Cl)cc1Cl	6.7	-1.3	-2.1	14.3	3.6	-0.4	0.6	0.5	-6.8	0.3	-0.3
CC(=O)N(c1cccc(Br)c1)c1nc(C)cc(C)c1C#N	-15.7	5.8	3.5	5.2	-2.5	2.0	0.2	1.1	-15.7	0.3	-1.4
Cn1c(SCC(=O)NCCc2ccccc2)nc2c([nH]c3ccccc32)c1=O	-3.2	0.1	4.0	0.5	1.7	-2.0	-0.2	-0.2	-6.3	4.9	0.9
COc1ccc(C(=O)CCC(=O)Nc2cccnc2)cc1	-0.1	-1.3	-0.8	-3.5	1.4	-0.2	1.4	-0.5	-5.7	2.1	-0.9
CCOC(=O)C1=C(COC(=O)c2cc(Br)c(Br)s2)NC(=O)NC1C (stereo unspecified)	-1.4	2.7	-0.6	-2.9	0.4	0.1	0.9	0.4	4.3	2.9	-0.6
CCOC(=O)N1CCN(S(=O)(=O)N2CCCC(C(=O)NC(C)c3ccccc3)C2)CC1 (stereo unspecified)	2.0	-1.6	-0.3	-5.0	-0.1	0.3	-0.3	0.2	6.1	-1.4	-0.9
CN(c1ccccc1)S(=O)(=O)c1cccc(NC(=O)Nc2ccc(Cl)cc2C#N)c1	-3.1	0.9	-0.6	-15.1	-0.4	-1.1	-0.2	1.2	-2.1	0.1	-0.9
O=c1c2ccccc2c(=O)n2n1Cc1ccccc1C2	-12.4	0.9	0.2	0.0	0.8	0.4	0.3	0.0	6.6	0.9	-0.6

Reprinted from the part before: 2 entries; new compounds follow.
SMILES	GC-A act	SMARCA2 act	hcDAF-12 act	HGIII-sPLA2 inh	hgDAF12 agonist	DAX1 inh-1	DAX1 inh-2	KLK7 zymogen act	NPR2 activator	GAA850 FXN act	ssDAF-12 act
CN(c1ccccc1)S(=O)(=O)c1cccc(NC(=O)Nc2ccc(Cl)cc2C#N)c1	-3.1	0.9	-0.6	-15.1	-0.4	-1.1	-0.2	1.2	-2.1	0.1	-0.9
O=c1c2ccccc2c(=O)n2n1Cc1ccccc1C2	-12.4	0.9	0.2	0.0	0.8	0.4	0.3	0.0	6.6	0.9	-0.6
CC(C)(C)C1CCC(=NNC(=O)c2ccccc2-n2cccc2)CC1 (stereo unspecified)	-1.8	11.1*	6.0*	-9.6	0.3	-0.7	-0.4	0.4	6.5	3.0	-0.5
COc1ccc(C(C)(C)C)cc1NC(=O)COC(=O)CSCc1c(C)noc1C	-1.3	-2.1	-1.1	-8.7	0.1	2.1	0.0	-0.3	0.4	1.6	-0.8
COc1ccc([N+](=O)[O-])cc1/C=N/NC(=O)CNC(=O)C(c1ccccc1)c1ccccc1	0.2	-4.8	-0.6	-2.2	-0.1	-1.6	-0.5	0.2	-0.5	-0.2	-1.0
COC(=O)C1=C(C(=O)OC)[C@@H]2Nc3ccccc3[C@@]23C[C@@H](C(=O)OC)N(C(C)=O)C3=N1	-14.0	-1.1	-1.0	8.7	0.1	0.2	-0.3	-0.3	-15.0	-0.8	-1.1
Cc1c(/C=N/NC(N)=O)c2ccccn2c1C(=O)c1ccncc1	-7.0	-2.5	-1.2	10.7	-1.5	0.4	-0.7	-0.5	0.2	4.9	-0.2
CCCOc1ccc(N/C=C/C(=O)c2ccc(OC)c(OC)c2)cc1	9.9	0.5	-1.9	-27.4	-1.5	0.1	-0.2	-18.5	3.3	3.0	-0.4
O=C(N/N=C/c1ccco1)c1ccccc1OCc1ccccc1Cl	3.4	3.7	-2.1	-11.8	5.0	-0.8	0.8	-0.2	9.2	-0.7	-1.5
Nc1nc(-c2ccc(Br)cc2)cs1	15.2	1.6	0.9	2.9	2.9	0.2	1.3	-0.2	-5.5	4.0	-0.3
CC1CN(C(=O)CCC(=O)NC(C)c2ccccc2)c2cc(Cl)ccc2O1 (stereo unspecified)	-10.0	8.3*	1.0	6.6	4.9	-0.3	-1.0	0.3	-7.7	-0.8	-1.1
CC1(C)CC2CC(C)(CN2S(=O)(=O)c2cccc(C(=O)OCC(=O)NC(N)=O)c2)C1 (stereo unspecified)	-0.4	1.4	-1.1	-0.3	-2.2	0.8	-1.5	-0.5	-2.5	2.5	-0.5
Nc1ncnc2c1ncn2[C@@H]1O[C@H](C(=O)N2CCCN(Cc3cccs3)CC2)[C@@H](O)[C@H]1O	1.0	-1.6	-1.1	0.7	-2.9	·	-2.2	0.1	0.7	·	-1.1
O=C(N/N=C/c1ccc(Cl)c([N+](=O)[O-])c1)c1cc(-c2ccc3c4c(cccc24)CC3)n[nH]1	-18.4	-1.2	-1.4	-0.3	-0.2	-0.1	1.0	-0.1	-1.7	1.4	-1.4
CC1CN(c2nc3c(c(=O)n(Cc4ccc(Cl)c(Cl)c4)c(=O)n3C)n2C)CC(C)O1 (stereo unspecified)	-4.0	-2.5	-2.2	2.8	0.0	-0.3	0.5	0.2	5.9	-1.5	-0.9
O=C(Nc1cccc(Cl)c1)OCCOC(=O)Nc1cccc(Cl)c1	-9.2	0.0	-1.3	-10.9	3.1	-1.5	0.1	0.7	-6.0	0.3	-1.1
COc1ccc(CNC(=O)COc2ccc(S(=O)(=O)N3CCCCC3)cc2)cc1	0.3	2.8	-3.2	3.4	-1.6	0.0	-1.1	-0.2	1.8	0.1	-1.5
Cc1ccc(CN2CCN(CC(=O)N3CCC(C(N)=O)CC3)C2=O)cc1	-2.6	-1.6	-0.4	-3.5	2.3	2.5	0.3	-0.3	2.5	-1.6	-0.8
COc1ccc(CCNC(=O)CN2C(=O)c3ccccc3S2(=O)=O)cc1OC	4.3	-1.5	-1.8	8.0	-1.6	1.5	0.1	-0.5	1.4	0.1	-1.0
C/C(=N\NC(=O)c1ccccc1OCCOc1ccccc1)c1ccccc1F	-1.4	-0.6	0.8	0.3	0.6	-0.8	-3.7	0.0	1.6	-2.7	-0.4
O=C1[C@@H](CCc2ccccc2)[C@@H]2c3cc4ccccc4cc3C=NN2[C@@H]2c3cc4ccccc4cc3C=NN12	-2.8	-2.4	3.7	-7.0	-1.6	·	-1.2	-0.2	-0.5	·	-1.0
CCCCn1c(-c2cccs2)nc2nc3ccccc3nc21	7.0	-0.2	0.7	-4.6	-1.4	-1.9	-1.6	-44.1	6.4	1.9	-1.5
S=c1[nH]nc(-c2ccccc2Cl)n1/N=C/C=C/c1ccco1	2.5	-0.6	1.6	16.7	1.2	·	0.5	0.0	2.1	1.0	-0.6
O=C1NC(Cc2ccccc2)c2nc3ccc(Cl)cc3c(=O)n2-c2ccc(Cl)cc21 (stereo unspecified)	-3.9	-0.1	2.1	-0.4	0.5	·	-0.1	-0.9	2.2	·	-0.2
COC(=O)[C@]12CCCCC=C1N(CCC1=CCCCC1)C(=O)[C@H](CC(=O)NCc1ccc(OC)c(OC)c1)C2	-2.2	-1.3	-1.4	-9.4	0.8	·	0.0	0.2	10.4	·	-2.0
CCOC(=O)c1sc(NC(=O)c2ccccc2C(=O)O)c(C(=O)OCC)c1C	-5.3	-3.0	1.6	3.1	2.6	2.8	-0.8	-0.2	-1.5	1.7	-1.4
CCOc1cc(/C=N/Nc2cccc(C(=O)O)c2)ccc1OC(=O)c1ccccc1	-2.1	10.6*	2.1	-10.7	9.5	-4.3	2.5	1.4	0.5	2.9	1.1*
OC1CCC2CN3CCc4c([nH]c5ccccc45)C3CC2C1 (stereo unspecified)	3.6	1.5	3.4	-1.8	5.0	·	1.2	4.1	-4.0	1.9	-0.2
O=C(/C=C/c1ccccc1)NCC1(c2ccccc2)CCOCC1	-2.3	-2.3	-0.1	-4.7	-1.1	5.0*	-0.3	-0.5	1.5	0.1	-1.1
Cc1ccc(Cn2ccc(NC(=O)c3cc(-c4ccccc4)on3)n2)cc1	1.3	6.8	-0.2	-5.3	0.3	-1.3	0.1	0.6	-5.5	-1.3	-1.1
